Source: PubChem BioAssay
M17LAP inhibition: P. falciparum M17LAP inhibitors, primary screen, biochemical, fluorogenic H-Leu-NHMec substrate, 1536-well (AID 1619); recombinant M17LAP, H-Leu-NHMec fluorogenic kinetic assay; higher % means a stronger effect; inhibition, % at 30 µM, or IC50 in µM where a hit was titrated; actives 0.38% (n = 220,000);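 active = compound inhibiting the enzyme by more than half at any dose during confirmatory dose-response retesting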;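 note: plate controls were full reaction with DMSO carrier for no effect and no enzyme background for full effect; strong numbers were not always called active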
NOD2 inhibition: NOD2 signaling inhibitors, cell-based, luminescence, uHTS, HEK293 (AID 1566). actives 0.63% (n = 290,000). inhibition, % at 4 µM; hits with a dose series show EC50 in µM. HEK293 NOD2/NF-kB luciferase reporter, luminescence; higher % means a stronger effect; note: many of its hits are not listed in these tables
AID2073: disruptors of CaV2.2 binding to Mint1 – biochemical, HTRF (AID 2073) | HTRF protein-protein interaction, Mint1-CaV2.2; higher % means a stronger effect | actives 0.19% (n = 290,000) | inhibition, % at 20 µM; hits with a dose series show IC50 in µM; in the data active = inhibition mostly above about 51%, no sharp cut-off; note: some results filed as inactive read as strong as hits
GPR55 beta-arrestin: GPR55 agonists via beta-arrestin recruitment, primary screen, imaging, U2OS cells, beta-arrestin-GFP redistribution (AID 1961); actives 0.048% (n = 290,000); activation, % at 10 µM; hits with a dose series show EC50 in µM; U2OS GPR55 beta-arrestin-GFP redistribution imaging; higher % means a stronger effect;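 active = activation above 40% with more than 50 cells counted in the well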;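 note: U2OS osteosarcoma cells stably expressing GPR55 and beta-arrestin-GFP; plate controls were DMSO negative control for no effect and LPI positive control for full effect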
KOR beta-arrestin-1: kappa opioid receptor activators – cell-based, luminescence, uHTS, primary screen (AID 1777); KOR beta-arrestin recruitment, luminescence; higher % means a stronger effect; one-dose activation, % at 10 µM; EC50 in µM for titrated hits; actives 0.02% (n = 280,000); in the data active = activation above about 50%, passing the limit was not always enough; note: a part of the inactive calls stands beside numbers as strong as those of hits
KOR beta-arrestin-2: kappa opioid receptor blockers – cell-based, luminescence, uHTS (AID 1778) | actives 0.091% (n = 290,000) | KOR beta-arrestin recruitment, luminescence, antagonist mode; higher % means a stronger effect | one-dose inhibition, % at 10 µM; IC50 in µM for titrated hits; note: strong numbers were not always called active
Dynein cargo inh: blocks dynein driven cargo transport along microtubules; 3617.4 mouse cells, GR-EGFP nuclear translocation imaging; test concentration mostly 20 µM; stimulated with dexamethasone, 1 µM; hits give low values; z-score, hits read low; actives 0.47% (n = 220,000); AID 1381;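 active = plate z-score of nuclear minus cytoplasmic receptor signal below a set negative limit, without overly bright fluorescence or cell loss, cut at about -3.5 in these data, passing the limit was not always enough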;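 note: z-score of nuclear minus cytoplasmic ring GR-EGFP intensity difference per well; some compounds called inactive have numbers as strong as hits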
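Schedule: 48 h induction, then 1 h compound, then 30 min agonist, 37 °C. Buffer or medium: tetracycline-free induction medium containing charcoal-stripped FBS. Reagent: 1.0 µM final dexamethasone stimulus. Evaluation: nuclear versus cytoplasmic GR-EGFP signal, averaged per well. Signal: high-content fluorescence imaging after fixation.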
NOD1 inhibition: NOD1 signaling inhibitors, primary screen, cell-based, luminescence, uHTS (AID 1578); actives 1% (n = 290,000); one-dose inhibition, % at 4 µM; EC50 in µM for titrated hits; NOD1-driven NF-kB luciferase reporter cells, luminescence; higher % means a stronger effect; in the data active = inhibition mostly above about 36%, no sharp cut-off; inactive = mostly below about 34%;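 note: HEK-293T reporter cells stimulated with the NOD1 agonist gamma-tri-DAP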
M1AAP inhibition: malaria alanyl aminopeptidase activity blockers – biochemical, fluorogenic H-Leu-NHMec substrate, 1536-well (AID 1445); recombinant M1AAP, H-Leu-NHMec fluorogenic kinetic assay; higher % means a stronger effect; one-dose inhibition, % at 30 µM; IC50 in µM for titrated hits; actives 0.42% (n = 220,000);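 active = primary inhibition above the hit cutoff, then over 50% inhibition at one or more dose response concentrations, cut at about 23% in these data, passing the limit was not always enough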;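 note: plate controls were DMSO full reaction for no effect and no enzyme background for full effect; strong numbers were not always called active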
Dynein cargo inh cytoplasmic EGFP: also measured in Dynein cargo inh; calls as there; z-score; measured here: cytoplasmic GR-EGFP intensity; hits give high values
Dynein cargo inh nuclear GR-EGFP: also measured in Dynein cargo inh; calls as there; z-score; measured here: nuclear GR-EGFP intensity;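 lower value marks the stronger effect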
Dynein cargo inh cell count: further read-out of Dynein cargo inh, marked with its call; z-score; measured here: cell count per field
The depositor's hits bear a star; / = not tested or not shown; [ ] = dose if it differs, or a comment. Cut-off read from the data, not from the text of the source, unless noted: active = inhibition above about 50%; inactive = the rest.

[1] CC(=C\c1ccccc1)/C=C1/SC(=S)N(C(C(=O)O)C(C)C)C1=O (centres undefined)
[2] COc1ccc(S(=O)(=O)N2CCOC2CNC(=O)C(=O)NCc2ccc(F)cc2)cc1OC (centres undefined)
[3] O=c1[nH]c2cc(Br)cnc2nc1/C=C(\O)c1ccc(F)cc1
[4] COc1ccc(CNCc2cccc(C)c2)cc1
[5] Cc1c(C)n(C)c2ccc(C(=O)NCCCN3CCN(c4ccccc4F)CC3)cc12
[6] O=C(Nc1cccc2ncccc12)c1cc(Br)ccc1Cl
[7] Cc1ccc(S(=O)(=O)CCC(=O)NCCc2ccc(Cl)cc2)cc1
[8] CCOc1nc(C)ccc1-c1noc(-c2ccco2)n1

assay / compound,1,2,3,4,5,6,7,8
M17LAP inhibition,-5%,/,7%,/,/,/,/,-2%
NOD2 inhibition,-56%,16%,13%,-17%,-1%,19%,18%,-11%
AID2073,16%,3%,25%,-4%,6%,-3%,1%,7%
GPR55 beta-arrestin,-0.3%,-0.2%,-0.1%,-0.1%,0.2%,-0.3%,0.0%,-0.1%
KOR beta-arrestin-1,3.3%,2.8%,1.2%,-7.1%,11%,-0.5%,-4.7%,-3.3%
KOR beta-arrestin-2,-58%,-18%,-44%,-14%[20 µM],-18%,-14%,-11%,42%
Dynein cargo inh,-0.13,/,0.31,/,/,/,/,-0.58
Dynein cargo inh cytoplasmic EGFP,-0.29,/,1,/,/,/,/,-0.26
Dynein cargo inh nuclear GR-EGFP,-0.12,/,1,/,/,/,/,-0.5
Dynein cargo inh cell count,0.092,/,-0.086,/,/,/,/,1
NOD1 inhibition,30%,-28%,12%,-27%,2%,-4%,-4%,-37%
M1AAP inhibition,8%,/,10%,/,/,/,/,-6%

[9] CCCCN1C(=O)CC(Sc2ncccc2C(=O)O)C1=O (centres undefined)
[10] Cc1cccc(Nc2ncnc(N)c2[N+](=O)[O-])n1
[11] CCNC(=O)NC(=O)COC(=O)c1cccc(NS(=O)(=O)/C=C/c2ccccc2)c1
[12] CC(=O)Nc1ccc2[nH]ccc2c1
[13] CS(=O)(=O)Cc1nc2ccccc2oc1=O
[14] Cc1ccc(NC(=S)N2CCCCC2CO)cc1C (centres undefined)
[15] O=C(c1ccc(Br)o1)N(Cc1ccccc1)c1ccccn1
[16] O=C(c1ccc([N+](=O)[O-])s1)N1CCc2ccccc2C1

assay / compound,9,10,11,12,13,14,15,16
M17LAP inhibition,1%,4%,-15%,/,7%,4%,-12%,2%
NOD2 inhibition,0%,32%,18%,5%,-2%,-13%,-3%,0%
AID2073,-3%,0%,-1%,3%,-2%,0%,6%,-9%
GPR55 beta-arrestin,-0.1%,0.6%,-0.4%,-0.3%,-0.4%,-0.1%,-0.1%,0.6%
KOR beta-arrestin-1,0.4%,-4.2%,15%,/,-1.2%,4.5%,1.2%,-5.0%
KOR beta-arrestin-2,-5%[20 µM],-11%[20 µM],-14%,-21%[20 µM],9%,-3%,-6%,2%
Dynein cargo inh,-0.9,0.39,0.89,/,0.036,-0.87,-1.3,1.4
Dynein cargo inh cytoplasmic EGFP,-0.15,-0.37,-0.32,/,-0.19,-0.3,-0.27,-0.16
Dynein cargo inh nuclear GR-EGFP,-0.051,0.48,0.12,/,0.18,-0.34,-0.47,1.6
Dynein cargo inh cell count,1,0.42,-0.63,/,-0.092,0.64,1.1,-2.9
NOD1 inhibition,-22%,29%,17%,7%,8%,-35%,-10%,-27%
M1AAP inhibition,2%,7%,-2%,/,10%,11%,3%,-2%

Molecules listed so far containing four or more nitrogen atoms, in the order listed:
[5] Cc1c(C)n(C)c2ccc(C(=O)NCCCN3CCN(c4ccccc4F)CC3)cc12
[10] Cc1cccc(Nc2ncnc(N)c2[N+](=O)[O-])n1

assay / compound,5,10
M17LAP inhibition,/,4%
NOD2 inhibition,-1%,32%
AID2073,6%,0%
GPR55 beta-arrestin,0.2%,0.6%
KOR beta-arrestin-1,11%,-4.2%
KOR beta-arrestin-2,-18%,-11%[20 µM]
Dynein cargo inh,/,0.39
Dynein cargo inh cytoplasmic EGFP,/,-0.37
Dynein cargo inh nuclear GR-EGFP,/,0.48
Dynein cargo inh cell count,/,0.42
NOD1 inhibition,2%,29%
M1AAP inhibition,/,7%

(continued)
[17] CCC(=O)NCCNc1ccc([N+](=O)[O-])cn1
[18] COc1ccc(NC(=O)C(CC(=O)O)C(C)c2ccccc2)cc1 (centres undefined)
[19] Cc1cccc(N2CCN(C(=S)c3ccccc3)CC2)c1
[20] Cc1cc(C)cc(OCCNC(=O)c2cc(S(=O)(=O)N3CCOCC3)ccc2F)c1
[21] CCc1ccc(NC(=O)CSCc2nc(N)nc(Nc3ccccc3CC)n2)cc1
[22] Cc1cccc(NC(=S)NCC(C)CSc2ccc(Cl)cc2)c1 (centres undefined)
[23] NC(=O)CSc1nc2c(sc3ccccc32)c(=O)n1CCCC(=O)NCC1CCCO1 (centres undefined)
[24] COc1cc(C(=O)NC2CCN(Cc3nnnn3Cc3cccs3)CC2)cc(OC)c1OC

assay / compound,17,18,19,20,21,22,23,24
M17LAP inhibition,17%,-2%,-4%,/,0%,-12%,1%,4%
NOD2 inhibition,18%,4%,-10%,2%,3%,-2%,19%,3%
AID2073,-3%,4%,-13%,8%,14%,25%,-4%,4%
GPR55 beta-arrestin,-0.1%,0.1%,-0.1%,0.0%,-0.2%,-0.3%,-0.2%,-0.1%
KOR beta-arrestin-1,0.6%,-3.1%,-2.5%,5.0%,-2.9%,-5.1%,3.7%,3.8%
KOR beta-arrestin-2,-3%,3%,-39%[20 µM],-22%,7%,-7%,27%,-23%
Dynein cargo inh,1.2,-0.97,-0.37,/,-0.14,1.7,0.55,0.16
Dynein cargo inh cytoplasmic EGFP,-0.23,-0.31,-0.27,/,-0.27,-0.25,-0.29,0.33
Dynein cargo inh nuclear GR-EGFP,0.7,-0.64,-0.024,/,-0.29,0.88,-0.076,0.56
Dynein cargo inh cell count,-0.8,0.73,1.3,/,-0.65,-0.69,0.31,-1.1
NOD1 inhibition,-22%,-22%,-20%,-13%,-13%,3%,-10%,9%
M1AAP inhibition,8%,1%,-6%,/,5%,-9%,3%,8%

[25] CCC(=O)N1CCc2cc(S(=O)(=O)NCCN3CCCCC3CC)ccc21 (centres undefined)
[26] CN1CCCC(OC(=O)CCCC(=O)OC2CCCN(C)C2)C1 (centres undefined)
[27] CN(C)/C(=N\S(=O)(=O)c1ccccc1)c1ccc([N+](=O)[O-])cc1
[28] Nc1nc(-c2c(Cl)cccc2Cl)no1
[29] COc1ccc(C2=NN(C(=O)CSc3cn(C)c4ccccc34)C(c3ccc(OC)cc3)C2)cc1 (centres undefined)
[30] COC(=O)c1ccc(-c2ncc(-c3cccc4ccccc34)o2)cc1
[31] Cc1noc(C(=O)Nc2cccc(O)c2)c1Cl
[32] CCc1ccc(OCc2nc(-c3ccccn3)no2)c(Br)c1

assay / compound,25,26,27,28,29,30,31,32
M17LAP inhibition,-6%,-5%,0%,15%,4%,-5%,-4%,0%
NOD2 inhibition,17%,13%,10%,-4%,5%,-76%,2%,-168%
AID2073,-4%,-6%,-4%,-14%,-19%,16%,-3%,25%
GPR55 beta-arrestin,-0.2%,-0.1%,-0.1%,-0.2%,0.4%,-0.4%,-0.1%,-0.3%
KOR beta-arrestin-1,3.5%,2.9%,-0.2%,-2.5%,1.4%,1.3%,1.1%,-1.9%
KOR beta-arrestin-2,-86%,6%,0%,15%,-56%,-10%,32%,23%
Dynein cargo inh,-0.28,-0.15,0.32,1.2,0.59,-1.3,-0.2,0.82
Dynein cargo inh cytoplasmic EGFP,-0.13,-0.22,-0.28,-0.24,-0.24,-0.22,-0.24,0.19
Dynein cargo inh nuclear GR-EGFP,-0.2,0.2,0.21,0.81,0.31,-0.59,0.33,0.55
Dynein cargo inh cell count,0.092,-0.047,0.96,-0.51,-0.26,-0.19,0.36,0.092
NOD1 inhibition,13%,9%,1%,-4%,14%,-62%,-7%,-18%
M1AAP inhibition,3%,-4%,8%,1%,1%,21%,-1%,13%

[33] Cc1cccc(N2CCN(C(=O)NCc3ccc(Cl)cc3)CC2)c1
[34] CCOC(=O)Cn1nnc2c(sc3nc4c(c(-c5ccccc5)c32)CCC4)c1=O
[35] Cc1c(C(=O)N2CCCC2)oc2ccc(Br)cc12
[36] Cc1nn(C(=O)c2c(-c3ccccc3)noc2C)c(C)c1N=Nc1cc(C(F)(F)F)cc(C(F)(F)F)c1
[37] Cc1ccc(S(=O)(=O)N2CCCN(c3nccc(C(F)(F)F)n3)CC2)cc1
[38] CN1CCN(C(=O)N2c3ccccc3CCc3ccccc32)CC1
[39] CCN(CC)Cc1c(C(=O)N/N=C/c2ccncc2)nnn1-c1nonc1N
[40] CN(C)S(=O)(=O)N1CCC(Oc2ccc(C(=O)NC3CCOC(C)(C)C3)cc2)CC1 (centres undefined)
[41] S=C(c1c[nH]c2ccccc12)N1CCOCC1

assay / compound,33,34,35,36,37,38,39,40,41
M17LAP inhibition,-8%,5%,/,6%,2%,20%,/,/,1%
NOD2 inhibition,11%,1%,-6%,10%,25%,2%,18%,11%,11%
AID2073,-1%,3%,21%,6%,9%,-3%,9%,-3%,5%
GPR55 beta-arrestin,-0.1%,0.5%,-0.2%,0.0%,0.0%,-0.1%,0.0%,-0.1%,-0.1%
KOR beta-arrestin-1,5.4%,0.7%,-2.2%,-3.4%,0.1%,/,-6.2%,-2.3%,-4.2%
KOR beta-arrestin-2,-6%,-42%,8%,21%,-1%,8%[20 µM],14%,-12%,-41%[20 µM]
Dynein cargo inh,-0.69,-0.28,/,0.97,-1.5,0.42,/,/,0.31
Dynein cargo inh cytoplasmic EGFP,-0.23,-0.087,/,-0.67,-0.24,-0.2,/,/,-0.29
Dynein cargo inh nuclear GR-EGFP,-0.14,0.24,/,0.18,-0.12,0.11,/,/,-0.21
Dynein cargo inh cell count,-0.94,-0.66,/,-1.3,-0.18,-0.55,/,/,-0.88
NOD1 inhibition,-11%,-4%,-20%,-6%,4%,-19%,9%,-12%,-24%
M1AAP inhibition,-3%,5%,/,1%,1%,2%,/,/,8%

A portion of the library; the hit share may differ from the screen's.
